PAX8 inh HTS – PAX8 transcriptional activity inhibition | RMG-I TPO-luciferase reporter, SteadyGlo, 24 h | inhibition, % at 12.6 µM | 360,000 tested, 1.2% active | AID 652154;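 active = mean replicate inhibition at least 60% with every replicate also reaching 60%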;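 note: luciferase light reporting Pax8 driven TPO promoter activity; plate controls were median of neutral control wells for no effect and mitoxantrone controls for full effect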
LGR2 inh – Drosophila LGR2 receptor signaling inhibition; inhibition, % at 9.99 µM; HEK293 LGR2, CRE-luciferase, bursicon-stimulated, 4 h; 380,000 tested, 0.35% active;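 active = drop in luminescence signal, shown as inhibition above about 50% in the replicate tests, limit read from the data, passing the limit was not always enough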;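 note: agonist challenge used bursicon conditioned medium at about half maximal strength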
ERAP1 HTS inh – inhibitors of human ERAP1 aminopeptidase; Q9NZ08; recombinant ERAP1, Leu-AMC fluorescence, 60 min; inhibition, % at 10.7 µM; 340,000 tested, 0.15% active; AID 652197;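 active = mean replicate inhibition of at least 30%, or all replicates individually reaching that 30% level; inactive = mean below 30% and not every replicate reaching it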;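 note: 0% = neutral control wells and 100% = L-leucinethiol positive control wells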
Target sequence (Q9NZ08 whole entry, looked up): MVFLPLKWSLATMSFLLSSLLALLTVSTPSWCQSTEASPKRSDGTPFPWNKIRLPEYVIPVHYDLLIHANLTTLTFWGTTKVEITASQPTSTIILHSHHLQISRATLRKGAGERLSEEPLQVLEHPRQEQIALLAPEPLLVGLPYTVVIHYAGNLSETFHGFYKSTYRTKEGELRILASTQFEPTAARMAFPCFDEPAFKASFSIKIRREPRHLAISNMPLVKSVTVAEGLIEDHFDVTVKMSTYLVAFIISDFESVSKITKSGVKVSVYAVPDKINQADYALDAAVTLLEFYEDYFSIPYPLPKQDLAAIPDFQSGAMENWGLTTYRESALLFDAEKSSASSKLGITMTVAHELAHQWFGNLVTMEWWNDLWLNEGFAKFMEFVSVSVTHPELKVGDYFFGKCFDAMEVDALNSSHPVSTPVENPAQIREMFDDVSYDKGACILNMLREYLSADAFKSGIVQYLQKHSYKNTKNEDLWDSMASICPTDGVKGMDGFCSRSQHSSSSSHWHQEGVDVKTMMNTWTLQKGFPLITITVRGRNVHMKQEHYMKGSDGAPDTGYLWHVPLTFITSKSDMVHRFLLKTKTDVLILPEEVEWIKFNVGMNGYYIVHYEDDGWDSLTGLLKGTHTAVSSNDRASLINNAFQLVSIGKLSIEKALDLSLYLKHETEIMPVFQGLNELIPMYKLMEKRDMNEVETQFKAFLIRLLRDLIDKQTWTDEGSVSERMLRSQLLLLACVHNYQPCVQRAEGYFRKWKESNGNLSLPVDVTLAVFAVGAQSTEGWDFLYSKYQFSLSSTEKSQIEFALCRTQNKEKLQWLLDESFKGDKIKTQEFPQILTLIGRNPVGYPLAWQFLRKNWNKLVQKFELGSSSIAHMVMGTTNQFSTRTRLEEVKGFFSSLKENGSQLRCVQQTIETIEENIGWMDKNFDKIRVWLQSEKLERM
FN deposit inh – fibronectin deposition inhibition | AH1F fibroblasts, Alexa488-fibronectin deposition fluorescence, overnight | inhibition, % at 12.6 µM | 350,000 tested, 0.086% active | AID 743247;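 active = mean inhibition across replicates of 30% or more, regardless of how many single replicates reach that level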;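 note: positive control wells lacked labelled fibronectin entirely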
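test system = AH1F fibroblasts assembling fluorescent fibronectin matrix | quantity = 10000 AH1F cells per well | buffer or medium = DMEM plus 2% serum, read in PBS | doses = single dose, pinned | incubation = 1 h cell attachment, overnight exposure to compound and label | detection = fluorescence at 485 nm excitation, 525 nm emission | read-out basis = inhibition from reduced deposited-fibronectin fluorescence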
PGC1a acetyl inh – PGC1a acetylation modulation, inhibitor mode; U2OS PGC1a acetylation, AlphaScreen anti-acetyl-lysine; with virally co-expressed GCN5 acetyltransferase; inhibition, % at 15.6 µM; 350,000 tested, 0.17% active; AID 651687;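 active = every replicate shows inhibition of at least 40%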;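 note: 0% = neutral control wells and 100% = positive control wells; some results beyond the cut were filed as inactive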
S100A4 inh HTS – inhibitors of human S100A4 binding to myosin IIA peptide; 360,000 tested, 0.14% active; inhibition, % at 10.7 µM; S100A4/TAMRA-MyoIIA peptide fluorescence polarization; P26447;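 active = mean inhibition of at least 70% across replicates, with every replicate also reaching that level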
Target sequence (P26447 whole entry, looked up): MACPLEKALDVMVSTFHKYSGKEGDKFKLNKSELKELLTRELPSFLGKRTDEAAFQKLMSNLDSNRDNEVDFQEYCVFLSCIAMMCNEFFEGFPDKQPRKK
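System – human S100A4 monomer protein, biochemical binding assay · Buffer or medium – Calcium-containing HEPES buffer, pH 7.2 · Timing – 5 min between mix addition and reading · Also added – TAMRA-labelled myosin IIA heavy-chain peptide probe, 5 nM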
EWS-Fli block – inhibitors of EWS/Fli oncoprotein transcriptional activity; A673 NR0B1-luciferase reporter, viability-normalised; inhibition, % at 12.6 µM; 350,000 tested, 0.67% active;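 active = mean inhibition of at least 50% after viability correction, with every replicate also passing that limit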;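 note: firefly luciferase signal divided by Alamar Blue viability fluorescence both relative to DMSO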
PglD DTNB – inhibitors of Campylobacter jejuni PglD acetyltransferase; purified PglD enzyme, DTNB colorimetric CoA detection; inhibition, % at 12.5 µM; 360,000 tested, 0.098% active; in the data active = inhibition above about 16%, passing the limit was not always enough; note: strong numbers were not always called active
* = called active by the depositor; / = no result given; & = joins results of further samples.

Under each structure: PAX8 inh HTS	LGR2 inh	ERAP1 HTS inh	FN deposit inh	PGC1a acetyl inh	S100A4 inh HTS	EWS-Fli block	PglD DTNB
1) Cc1ccc(C(=O)C(C)OC(=O)c2cc(=O)[nH]c3ccccc23)cc1 (centres undefined)
→ 8.4	7.2	-1.4	-2.0	/	-1.8	-3.5	-1.4
2) CC(C)(C)c1ccc(C(=O)N2CCC(=O)N(C(CO)Cc3ccccc3)CC2)cc1 (centres undefined)
→ -6.5	-3.9	-3.1	0.5	-2.3	-5.0	3.4	4.1
3) Cc1cc(Cl)c2ccccc2n1
→ 30.2	12.8	-0.5	4.7	/	-2.9	1.2	/
4) COC(=O)c1ccc(NC(=O)C(OC)c2ccccc2)cc1 (centres undefined)
→ -24.8	-36.1	1.4	13.3	/	1.7	-4.7	/
5) COc1ccccc1NC(=O)CSc1nnc(C2CCCCC2)n1N
→ 0.9	-11.4	4.0	16.0	-0.8	2.2	/	0.9
6) Fc1ccc(-n2nnc(-c3nccs3)n2)cc1
→ -84.1	6.7	-7.7	12.6	/	12.4	0.2	-0.6
7) CN(C)c1c(F)cc(C(=O)NC(=O)NCc2cccnc2)cc1F
→ -7.2	-5.9	0.3	/	/	6.0	-21.5	1.3
8) CCc1cccc(NC(=O)c2cc(S(=O)(=O)N3CCCCC3)ccc2N2CCOCC2)c1
→ 15.2	/	0.8	3.3	-5.1	1.6	0.6	-1.8
9) Cc1noc(C)c1S(=O)(=O)N(C)C[C@@H]1OCCCC[C@H](C)Oc2ccc(NC(=O)NC(C)C)cc2C(=O)N([C@H](C)CO)C[C@H]1C
→ 3.9	-9.5	1.8	-12.5	5.6	21.2	-8.4	0.5
10) CO[C@H]1CN(C)C(=O)c2ccc(NS(C)(=O)=O)cc2OC[C@@H](C)N(Cc2ccccn2)C[C@@H]1C
→ -4.4	5.4	/	-1.1	-5.5	/	9.1	2.0
11) Cn1c(SCC(=O)Nc2cccnc2Cl)nc2ccccc21
→ -9.2	-16.2	4.8	/	6.2	-0.4	-24.4	-1.0
12) CC(Sc1nnc(-c2ccco2)n1N)C(=O)NCC1CCCO1 (centres undefined)
→ 7.9	-6.2	-0.9	-2.6	/	-4.9	-2.7	-1.7
13) COc1cc(CC2COC(c3ccc(O)c(OC)c3)C2COC(C)=O)ccc1O (centres undefined)
→ /	8.4	0.2	/	8.1	28.7	-6.7	-0.8
14) COc1ccc(N2CC(O)=C(c3nc(C)cs3)C2=N)cc1
→ /	21.1	0.2	/	-17.3	0.7	15.0	0.3
15) Cc1cc(C)nc(NC2=NCC(=O)N2c2cc(Cl)cc(Cl)c2)n1
→ -0.5	/	/	-5.8	11.3	/	/	-6.6
16) CO[C@@H]1CN(C)C(=O)c2ccc(NC(=O)Cc3ccccc3)cc2OC[C@H](C)NC[C@H]1C
→ 2.2	15.6	0.0	-32.0	1.3	-2.3	-4.6	0.6
17) COc1ccc(/C=C/c2nc(-c3ccccc3O)n[nH]2)cc1OC
→ -158.3	-66.6	/	3.1	-14.8	/	/	3.8
18) COC(=O)c1ccc(CSc2nc(N)cc(N)n2)cc1
→ /	-74.9	-0.6	0.4	0.3	-1.9	/	-12.4
19) CNC[C@@H]1Oc2ccc(NC(=O)Nc3ccc(OC)cc3)cc2CC(=O)N([C@H](C)CO)C[C@@H]1C
→ -6.9	13.0	2.8	/	30.3	-0.7	4.5	4.3
20) CCc1ccc(C(=O)NCc2cccs2)s1
→ /	-37.4	/	-9.0	10.0	/	/	-1.6
21) Cc1cc(C)cc(NC(=O)C(=O)NCCCN2CCCC2=O)c1
→ -119.1	-26.7	-3.9	6.6	19.4	-1.8	-62.7	/
22) COc1ccc(NC(=O)/C(C#N)=C\c2cc(C)n(-c3ccc(Oc4ccc([N+](=O)[O-])cn4)cc3)c2C)cc1
→ /	4.7	-0.1	/	/	-1.5	/	1.3
23) COc1ccc(S(=O)(=O)N2CCOCC2)cc1C(=O)N1CCCC1
→ -9.2	-30.1	1.1	1.7	2.1	-1.0	/	10.0
24) O=S(=O)(c1ccccc1)N(CC1CO1)c1ccccc1 (centres undefined)
→ -26.2	-9.9	-0.4	3.1	/	2.7	2.1	/
25) COC(=O)[C@@]1(C(C)C)N=C(c2cc(OC)c(OC)c(OC)c2)[C@]2(O1)C(=O)Nc1ccc(F)cc12
→ 7.7	-15.7	/	-7.8	/	-7.8	-5.7	/
26) Cc1cccc(NC(=S)NCC23C=CC(O2)C2C(=O)N(c4ccc(Cl)cc4)C(=O)C23)c1 (centres undefined)
→ -14.1	12.1	/	-2.6	/	/	-0.1	/
27) COc1ccccc1NC(=O)Cn1nc(-c2ccncc2)nc1SCC(=O)NC1CCCC1
→ 0.6	25.4	-0.1	4.8	6.8	5.5	15.0	-2.8
28) CCOC(=O)C1CCN(S(=O)(=O)c2cc(F)ccc2OC)CC1
→ 10.2	/	0.0	0.2	-2.5	-3.6	-12.5	/
29) COCC(=O)NNC(=O)c1ccccc1OC
→ 14.0	14.9	0.7	10.8	/	6.5	5.1	/
30) C=CCCC(=O)N1C[C@H]2CCN(C)[C@H]2C[C@H]1c1ccc(Br)cc1
→ -11.3	-37.3	-4.3	-1.2	4.6	-1.1	-2.1	5.9
31) CCC(C)N(C(=O)Cn1cnc2c1c(=O)n(C)c(=O)n2C)C1CCS(=O)(=O)C1 (centres undefined)
→ -6.6	-1.2	0.5	3.0	/	-13.1	0.1	-2.9
32) CO[C@@H]1CN(C)C(=O)c2ccc(NS(C)(=O)=O)cc2OC[C@H](C)N(C(=O)CC2CC2)C[C@H]1C
→ /	-3.0	5.5	-2.5	-5.3	-12.9	-3.3	-6.0
33) CCOc1ncccc1C(=O)OCC(=O)Nc1cc(S(=O)(=O)N2CCOCC2)ccc1Cl
→ 8.9	-7.1	0.5	2.0	/	-4.5	7.9	/
34) CCOC(=O)C1CCCN(C(=O)CCNS(=O)(=O)c2ccc3c(c2)CCC(=O)N3)C1 (centres undefined)
→ -3.2	/	/	-10.8	20.9	/	/	-0.1
35) C[C@H]1CCCCO[C@@H](CN(C)C(=O)NC2CCCCC2)[C@@H](C)CN([C@@H](C)CO)C(=O)c2cc(NC(=O)c3ccncc3)ccc2O1
→ 1.4	-1.4	-0.9	/	-1.8	-3.3	-2.1	-2.3
36) COc1cc(OC)cc(C(=O)N2CCN(C3CCCCC3)CC2)c1
→ 6.3	6.3	-2.3	-3.0	/	-3.1	11.2	-3.2
37) Cc1cc(C(=O)COC(=O)Cc2n[nH]c(=O)c3ccccc23)c(C)n1-c1ccc2c(c1)OCCO2
→ 6.0	/	-0.4	5.3	/	-3.0	13.8	/
38) CN1CCN(c2ccc(-c3cccc4nccn34)cn2)CC1
→ -40.9	-6.9	0.8	-0.3	-0.3	-0.4	-39.2	-4.3
39) Cc1noc(C)c1NC(=O)NCCN1CCN(Cc2ccccc2)CC1
→ -5.3	18.3	1.8	-4.5	2.3	-2.5	2.6	-0.3
40) O=[N+]([O-])c1ccc(NN=Cc2cccc([N+](=O)[O-])c2)cc1
→ -11.9	-7.2	6.2	-4.5	11.0	3.2	-23.5	1.8
41) Nc1ccc(-c2nc3ncccc3o2)c(O)c1
→ -110.4	-58.6	7.5	-1.0	-4.0	-6.5	-120.6	-7.4
42) COc1ccc(N2CCN(C(=O)c3ccc(C)c(Cl)c3)CC2)cc1
→ 5.2	/	/	3.9	10.4	/	/	-0.9
43) COc1ccc(CCOC(=O)c2ccc(N)c([N+](=O)[O-])c2)cc1
→ /	-17.6	-1.2	-2.7	/	-3.3	/	4.5
44) CC(=O)N1C(O)CC(C)N1c1ccccc1 (centres undefined)
→ -3.3	-6.0	/	0.5	5.9	/	/	1.0
45) CCOC(=O)c1c(-c2ccccc2)n(C)c2ccc(O)cc12
→ /	8.6	/	14.1	-6.0	/	/	-0.1
46) COc1ccc(C)cc1-n1c(C)cc(C=O)c1C
→ 12.7	7.0	1.2	3.6	8.4	-7.8	-3.5	1.1
47) O=C(CSc1ccccc1F)NNC(=O)c1cncc(Br)c1
→ 10.4	-5.8	-1.5	6.4	10.7	-2.4	4.1	-2.0
48) CCCC(=O)Nc1ccc2c(c1)OC[C@H](C)NC[C@H](C)[C@@H](OC)CN(C)C2=O
→ /	-10.1	-3.9	-5.6	5.5	13.9	/	/
49) C[C@H]1CCCCO[C@H](CN(C)C(=O)CCCN(C)C)[C@@H](C)CN([C@@H](C)CO)C(=O)c2cc(NS(=O)(=O)c3cccs3)ccc2O1
→ -3.6	12.4	0.6	/	5.9	8.1	/	/
50) CCN(C(=S)Nc1cccnc1)c1ccccc1
→ -0.6	7.1	0.9	7.0	1.2	-1.1	8.6	/
51) CCN1CCN(Cc2c(O)ccc3c2O/C(=C\C=C\c2ccccc2OC)C3=O)CC1
→ 6.4	17.8	/	0.1	-10.8	/	/	-8.2
52) O=C(C[C@@H]1CC[C@@H](NC(=O)C2CC2)[C@@H](CO)O1)NCC1CC1
→ /	-4.6	-1.1	/	-14.6	44.9	-0.7	-2.2
53) O=C(CSc1nnc2ccc(-c3ccccn3)nn12)Nc1ccc(F)cc1
→ 4.8	-2.4	-0.7	11.4	-10.1	0.6	-3.2	0.8
54) Cc1ccc(CCNC(=O)C2CC(c3ccccc3[N+](=O)[O-])=NO2)cc1 (centres undefined)
→ 5.4	3.1	-2.0	-6.4	-2.1	-1.8	0.3	1.7
55) COc1ccc(S(=O)(=O)N2CCOCC2)cc1NC(=O)CSc1nnc(C2CC2)n1C
→ 1.6	-16.9	-0.6	-9.5	4.6	-10.6	4.0	3.4
56) C[C@H](CO)N1C[C@H](C)[C@@H](CN(C)C)Oc2ccc(NS(=O)(=O)c3ccccc3)cc2C1=O
→ -2.0	10.7	-3.2	2.3	2.2	-1.0	/	-11.4
57) C[C@@H]1CN([C@H](C)CO)S(=O)(=O)c2ccc(C#CC3CCCC3)cc2O[C@@H]1CN(C)C
→ 8.1	-11.8	-5.7	-5.6	-9.3	-2.1	-4.5	-0.6
58) COCCN(C(=S)Nc1cccc(OC)c1)C1CCN(C(C)C)CC1
→ -16.6	/	0.4	2.8	2.5	0.7	-6.3	/
59) CC(=C\c1ccccc1)/C=C1/SC(=O)N(CCCC(=O)Nc2ccc(C(=O)O)cc2)C1=O
→ -2.1	14.2	16.0	6.2	0.1	1.6	-21.8	/
60) COc1ccc(C(=O)COC(=O)Cn2c(C)csc2=O)c(OC)c1
→ -61.2	-24.3	0.5	-2.6	6.1	-0.8	-22.4	-0.2

Continuation:
Under each structure: PAX8 inh HTS	LGR2 inh	ERAP1 HTS inh	FN deposit inh	PGC1a acetyl inh	S100A4 inh HTS	EWS-Fli block	PglD DTNB
61) CCCC(=O)C1=C(O)C(C(=O)OC)C(C)(C)CC1=Nc1ccc(OC)cc1 (centres undefined)
→ 20.9	-3.5	-3.2	-3.0	46.2*	-0.6	-0.7	/
62) COc1ccc(NC(=O)N(C)C[C@H]2Oc3ccc(NC(=O)C4CCCCC4)cc3CC(=O)N([C@@H](C)CO)C[C@@H]2C)cc1
→ /	4.0	-0.8	-3.4	2.2	11.7	-0.3	-14.5
63) C[C@H](CO)N1C[C@H](C)[C@@H](CN(C)S(C)(=O)=O)Oc2ccc(NC(=O)NC3CCCCC3)cc2C1=O
→ -8.8&13.8	-26.7&-2.2	-0.1&-1.5	-2.5&-4.2	1.3&5.5	0.8&7.7	-1.5&-1.4	0.6&7.6
64) COc1ccc(CC2(CO)CCN(Cc3cnc(-c4ccccc4C)nc3)CC2)cc1
→ 13.4	0.7	2.0	9.5	-5.8	0.1	10.5	-7.2
65) Clc1ccc(Cc2nc(-c3cccnc3)no2)cc1
→ /	-17.8	/	5.5	1.3	/	/	-2.3
66) COc1ccc(CC(=O)NNC(=O)c2ccoc2C)cc1OC
→ /	11.0	-1.5	/	6.5	-0.5	6.7	-3.3

Screening results (PubChem)
